NR2F2 inh: NR2F2 (human) inhibition, primary screen; actives 0.7% (n = 370,000); P24468; HEK293T NGFI-A luciferase reporter, luminescence; inhibition, % at 8.6 µM; AID 686940;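 active means inhibition above a per-plate cutoff, mean inhibition of test wells between control levels plus 3 SD, cut at about 38% in these data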;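 further: cells cotransfected with COUP-TFII expression vector driving the NGFI-A reporter; 0% = median of COUP-TF2 test wells and 100% = reporter-only cells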
SRC3 inh: inhibitors of human steroid receptor coactivator 3 (SRC3); Q9Y6Q9; HEK293 GAL4-SRC3 luciferase reporter, luminescence; inhibition, % at 3.6 µM; actives 0.17% (n = 360,000); AID 588352;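 active means inhibition above a per-campaign cutoff, the mean of all compounds plus 3 SD, cut at about 60% in these data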;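 further: 0% = DMSO-treated cells and 100% = gossypol-treated cells at 36 µM; higher means less SRC3-driven luciferase light from the GAL4 reporter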
Granule exo inh: lytic granule exocytosis inhibition; inhibition, % at 10 µM; AID 651702; TALL-104 LAMP-1 surface exposure, flow cytometry; cells stimulated with thapsigargin and PMA; actives 0.66% (n = 360,000);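 active means inhibition above about 55%, limit read from the data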
NCOA2 inhibitor: inhibits human steroid receptor coactivator 2; Q15596; HEK293 GAL4-SRC2 luciferase reporter, luminescence; inhibition, % at 9 µM; actives 0.17% (n = 370,000); AID 651957;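 active means inhibition above the mean inhibition of all tested compounds plus 3 SD, set per campaign, cut at about 52% in these data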;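 further: 0% = DMSO treated cells and 100% = cells given Gossypol at 36 µM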
TLR9-MyD88 inh: TLR9-MyD88 interaction inhibition; inhibition, % at 4.98 µM; AID 504734; actives 0.21% (n = 340,000); CHO BLA complementation TLR9-MyD88, CCF4 FRET ratio;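 active means inhibition above the mean over all tested compounds plus 3 SD, cut at about 21% in these data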;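 further: 0% = DMSO only wells and 100% = clavulanate BLA inhibitor control wells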
NOD2-RIPK2 inh: blocks binding of human NOD2 to RIPK2. O43353. CHO BLA complementation NOD2-RIPK2, CCF4 ratio. inhibition, % at 4.98 µM. actives 0.38% (n = 360,000); in the data active means inhibition above about 21%;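 further: 0% = vehicle only and 100% = reference blocker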
Target sequence (O43353 whole entry, looked up): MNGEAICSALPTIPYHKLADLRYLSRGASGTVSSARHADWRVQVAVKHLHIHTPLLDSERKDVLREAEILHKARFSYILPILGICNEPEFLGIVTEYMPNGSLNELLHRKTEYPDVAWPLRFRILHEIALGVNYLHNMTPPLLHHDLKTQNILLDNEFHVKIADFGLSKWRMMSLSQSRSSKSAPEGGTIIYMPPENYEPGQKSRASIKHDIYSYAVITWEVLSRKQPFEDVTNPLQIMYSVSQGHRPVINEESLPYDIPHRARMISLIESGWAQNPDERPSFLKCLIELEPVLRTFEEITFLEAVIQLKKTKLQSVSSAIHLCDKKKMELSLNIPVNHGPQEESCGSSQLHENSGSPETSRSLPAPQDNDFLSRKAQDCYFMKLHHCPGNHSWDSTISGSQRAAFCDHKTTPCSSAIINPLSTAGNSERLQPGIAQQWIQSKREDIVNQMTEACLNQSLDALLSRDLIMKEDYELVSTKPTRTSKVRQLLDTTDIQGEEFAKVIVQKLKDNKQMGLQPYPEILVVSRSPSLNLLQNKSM
NCOA1 inh: human NCOA1 inhibition | HEK293 GAL4-SRC1 luciferase reporter, luminescence | inhibition, % at 3.6 µM | actives 0.12% (n = 360,000);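 active means inhibition above the campaign mean plus 3 SD, with each screening campaign given its own cutoff, cut at about 60% in these data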;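 further: 0% = DMSO treated cells and 100% = gossypol at 36 µM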
NR5A2 inv ag: suppresses constitutive activity of human LRH-1; O00482; HEK293T StAR-luciferase reporter, LRH-1 transfected, 24 h; actives 0.13% (n = 360,000); inhibition, % at 3.6 µM;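 active means inhibition above the mean inhibition of all tested compounds plus 3 SD, cut at about 73% in these data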;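 further: 0% = DMSO wells and 100% = reporter-only cells lacking LRH-1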
Target sequence (O00482 whole entry, looked up): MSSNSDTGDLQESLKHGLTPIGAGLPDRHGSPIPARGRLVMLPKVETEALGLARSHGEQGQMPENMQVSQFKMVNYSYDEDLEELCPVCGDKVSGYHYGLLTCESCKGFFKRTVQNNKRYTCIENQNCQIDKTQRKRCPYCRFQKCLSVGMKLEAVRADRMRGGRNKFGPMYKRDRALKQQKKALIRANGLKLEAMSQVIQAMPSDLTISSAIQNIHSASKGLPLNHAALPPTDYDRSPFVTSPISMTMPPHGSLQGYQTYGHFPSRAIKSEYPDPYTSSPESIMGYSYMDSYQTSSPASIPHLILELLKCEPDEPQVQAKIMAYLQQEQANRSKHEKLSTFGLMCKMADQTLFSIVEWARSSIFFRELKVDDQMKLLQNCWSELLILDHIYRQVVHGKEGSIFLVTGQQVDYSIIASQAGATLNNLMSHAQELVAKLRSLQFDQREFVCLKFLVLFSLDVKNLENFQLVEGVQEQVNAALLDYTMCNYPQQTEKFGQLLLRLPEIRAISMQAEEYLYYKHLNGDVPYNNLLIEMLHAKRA
TROY NFkB inh: TROY signaling inhibition; inhibition, % at 10 µM; actives 0.98% (n = 360,000); Q293 LMP1-TROYcd NF-kB luciferase reporter, 4 h;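 active means compounds whose plate-normalised and pattern-corrected inhibition of the luciferase reporter signal at the single screening dose is 50% or more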
ABHD5-PLIN5 inh: blocks binding of human ABHD5 to perilipin-5; Q00G26+Q8WTS1; Split G. princeps luciferase complementation, luminescence, 4 h; inhibition, % at 4 µM; actives 0.78% (n = 360,000); AID 602281;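 active means inhibition above the mean inhibition across every tested compound plus 3 SD, cut at about 22% in these data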;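 further: 0% = DMSO only wells and the 100% control is not disclosed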
TWEAK Fn14 block: TWEAK-Fn14 signaling inhibition; TWEAK-stimulated Fn14 reporter cells, luciferase luminescence, 8 h; inhibition, % at 10 µM; actives 2% (n = 360,000); AID 1159606; in the data active means inhibition above about 50%
Active calls of the source: *; nt = not tested or not shown. Some of the compounds tested, so the mix of outcomes need not match the whole.

SMILES	NR2F2 inh	SRC3 inh	Granule exo inh	NCOA2 inhibitor	TLR9-MyD88 inh	NOD2-RIPK2 inh	NCOA1 inh	NR5A2 inv ag	TROY NFkB inh	ABHD5-PLIN5 inh	TWEAK Fn14 block
COC(=O)c1cc(-c2ccc(OC)c(OC)c2)c2c(=O)[nH]c(=O)n(C)c2n1	-7	-11	-7	-20	2	-1	-1	-4	5	-8	-13
CCOC(=O)c1ccc(-c2cc(C)no2)[nH]1	5	-13	1	-4	-5	1	-9	-21	-14	2	-22
OC[C@@H]1CN(Cc2ccco2)C[C@H](n2cnc3c(Nc4ccccc4)ncnc32)O1	-2	-7	-11	18	nt	0	3	-25	-3	-3	5
CC1(C)CC(=O)C(C=NCCN2CCN(C(=S)Nc3cccc(Cl)c3)CC2)=C(O)C1	6	16	-8	-9	1	-8	-5	23	8	1	11
CN1C[C@@H]2[C@@H]3C(=O)N(C)C(=O)[C@@H]3[C@](C)(C1=O)N2C(=O)c1ccc(C(F)(F)F)cc1	-15	-2	-2	0	-6	-8	-14	-15	5	5	9
COc1cccc(OCCCN2CCCCCC2)c1	14	-12	-2	-1	8	2	-5	-16	-16	2	-1
O=C(/C=C/c1c(Cl)cccc1Cl)N1CCN(c2ncccn2)CC1	12	-15	-4	-45	-6	2	-73	2	16	-2	14
Cn1nnnc1SCC(=O)Nc1cc(S(=O)(=O)N2CCCCC2)ccc1Cl	10	7	-3	10	5	5	-6	-5	-15	0	-23
Cc1ccc(C(=O)OCC(=O)NCCN2C(=O)CSC2=O)cc1	-3	-13	-1	20	10	-8	-25	-3	0	-8	0
O=C1NC2(CCCCCC2)Cc2ccccc21	-22	18	0	-22	1	-6	13	-1	-23	10	5
O=C(C(=O)N1CCN(c2ccccc2)CC1)c1ccc2c(c1)OCO2	0	nt	1	3	nt	-1	nt	-17	nt	-3	nt
Fc1ccc(-c2ccc3nccn3c2)cc1Cl	-9	-5	-10	11	nt	-3	-24	4	-11	0	-41
CC/C(=N/Nc1ccccc1C)c1cnnc(SC)n1	-2	21	-1	1	-13	-5	-4	3	16	1	-21
CS/C(N)=N/N=C/c1c(O)ccc2ccccc12	-38	-61	1	-59	-1	0	-70	-51	-52	6	-23
Cc1cc2[nH]c(=O)c(=O)[nH]c2cc1S(=O)(=O)N1CCN(c2cccc(C)c2C)CC1	9	6	-2	-16	-10	3	2	5	5	-4	0
Fc1ccc(CNc2ccc(N3CCN(Cc4ccccc4)CC3)cc2)cc1	-1	-6	53	-5	-8	-14	21	-13	21	-4	0
Cc1ccc(C(=O)NC(=S)NCCN2CCOCC2)cc1	-28	-14	4	-12	-9	-7	-9	-34	-36	0	2
CNC(=O)c1ccc(NC(=O)/C=C/c2cccc(F)c2)cc1	-28	-51	0	-32	-10	6	-27	-24	-29	5	-2
CC1=[N+](C)N(c2ccccc2)C(=O)C1N=Cc1ccc(Cl)cc1 (stereo not given)	13	9	-1	-21	1	0	-6	7	-2	8	6
O=C(Nc1nc(-c2ccccc2)cs1)c1cccnc1	10	-6	9	-32	-10	0	-27	-52	-23	9	7
CC1(C)C(=O)C=CC(=O)C(C)(C)C(=O)C=CC(=O)C(C)(C)C2=CC=C(O2)C(C)(C)C(=O)C=CC1=O	13	-13	14	-14	0	0	-2	9	-6	2	11
S=c1[nH]nc(-c2cc(-c3ccccc3)n[nH]2)n1/N=C/c1ccc(Cl)c(Cl)c1	14	1	2	-12	6	-18	-8	13	-3	-2	-65
CN(c1ccc(C(=O)NCCSCc2ccccc2)cc1)S(=O)(=O)c1ccccc1	2	11	2	0	5	6	-2	15	5	-9	3
O=c1[nH]c(-[n+]2ccccc2)c(/C=N/NC([S-])=Nc2ccccc2)s1	13	16	2	-16	-5	-8	-4	13	-20	-2	-1
COc1ccccc1-c1c(C)oc2c(CN3CCN(C)CC3)c(O)ccc2c1=O	2	-2	-3	-16	1	0	-31	-8	-1	-4	-5
Cc1cc(Br)ccc1NC(=O)CNC(=O)CSc1n[nH]c(N)n1	6	1	-3	-10	4	-6	-10	3	-9	-3	-31
CCOC(=O)/C(C#N)=C(\N)C(C)C(=O)Nc1ccccn1 (stereo not given)	-1	8	-2	22	-6	-11	2	2	-1	3	-16
CCN1C(=O)[C@@H]2[C@H](C1=O)[C@@H]1C(=O)Nc3ccccc3C(=O)N1[C@@H]2c1cccc(Cl)c1	nt	3	0	nt	3	2	-2	-7	7	0	8
COc1ccc(/C(O)=C/C(=O)C(=O)NNC(=O)C(O)(c2ccccc2)c2ccccc2)cc1	20	5	-1	1	-6	-3	-30	-5	-14	-1	14
O=C(Nc1cccc(Cl)c1)c1nc[nH]c1C(=O)NCc1ccccc1	7	-7	-4	2	4	1	11	7	-12	0	25
Cc1[nH]n(-c2ccc(Br)cc2)c(=O)c1C=Nc1ccc(S(=O)(=O)Nc2nccs2)cc1	-13	-4	5	-27	-4	-4	-15	8	-14	-9	1
O=C(Nc1ccccc1)Nc1ccc2snnc2c1	-40	-78	-4	-30	-12	3	-46	-42	-8	2	-3
S=C(Nc1cccc(Cl)c1)N1CCN(Cc2ccccc2)CC1	11	-12	5	-6	-10	-8	-17	-20	-10	6	-20
O=C(CSCc1ccccc1)N/N=C/c1cc2c(cc1Br)OCO2	15	7	4	-18	5	-5	-2	9	15	-7	12
COCC(=O)OC1CCn2c1nc1c2C(=O)C(C)=C(NC(C)=O)C1=O (stereo not given)	72*	88*	31	73*	-1	-8	90*	96*	54*	-16	101*
Cc1ccc(CN(CC(=O)NC2CCCC2)C(=O)CSc2nnc(COc3ccccc3)o2)cc1	-2	1	0	-11	-4	-4	-7	-10	7	-3	1
Cc1ccc(S(=O)(=O)N2CCCCC2)cc1NC(=O)Cn1ccsc1=N	3	16	0	-40	7	-3	-2	13	8	-1	-5
O=C(NCCN1CCC(n2c(=O)[nH]c3ccccc32)CC1)c1ccncc1	0	nt	-4	-2	nt	5	nt	-12	2	-3	9
Cc1ccc(N=C2C(=O)Nc3ccccc32)c(C)c1	-2	1	-23	2	-9	-11	-20	0	0	-7	-7
CCOc1cc(/C=N/NC(=O)c2ccc(-c3csc(Nc4ccc(C)cc4)n3)cc2)ccc1OCC(=O)O	-19	-38	4	-28	nt	-2	-58	-39	28	0	37
COC(=O)[C@H]1[C@@H](C)N(CCc2cc(OC)c(OC)c(OC)c2)C(=O)N[C@H]1c1ccccc1	7	-7	2	5	-4	5	-7	8	-2	-4	-13
CCOc1ccc2[nH]c(=O)c(CN(CCN3CCOCC3)Cc3nnnn3C(C)(C)CC)cc2c1	3	-9	4	15	-7	-3	3	0	1	-2	19
CC(C)Cc1nnc(NC(=O)CSc2ncn[nH]2)s1	12	-3	1	-28	3	-6	0	0	-45	-8	4
CC(C)(C)c1ccc(C(=O)N2CCN(CCNC(=O)C(=O)NCc3ccc(Cl)cc3)CC2)cc1	nt	14	-1	nt	-10	11	-6	19	-7	16	27
CC(=O)Nc1ccc(NC(=O)C2CCN(C(=O)c3ccc([N+](=O)[O-])cc3)CC2)cc1	6	7	-1	4	-1	0	2	14	-7	-1	9
CCn1c2ccccc2c2nnc(SCCN3CCCCC3)nc21	-1	-4	11	-32	-6	6	-11	-12	-11	6	-14
Cc1ccc(C(=O)N(Cc2nnc(-c3ccc(Cl)cc3)o2)C2CC2)o1	21	-10	-2	-10	-6	-4	-12	-11	-25	-1	-13
CCOC(=O)C(C(=O)N(C)C)c1ncc(C(F)(F)F)cc1Cl (stereo not given)	12	2	2	-2	-4	-1	-29	11	-30	8	-18
CC1(C)Cc2ccccc2C(=C(C#N)C#N)N1	3	21	1	8	2	-2	6	6	6	1	-2
Cc1ccc2c(c1)N=C(c1ccccc1)CC(C(Cl)Cl)=N2	-36	-87	-18	-73	-3	-10	-99	-117	-10	5	40
Cc1ccc(-c2cc(C(=O)O)n(-c3ccc(S(N)(=O)=O)cc3)n2)cc1	1	6	-2	2	1	0	13	-1	-8	-2	-24
COCCOC(=O)c1[nH]c2c(c1C)C(=O)CC(c1ccc(OC)cc1)C2 (stereo not given)	0	-8	-1	3	-8	5	-5	-3	-2	-5	1
O=C(C1CC1)N1CCN(c2ccc([N+](=O)[O-])cc2)CC1	-7	3	-4	-4	nt	-6	-210	5	-17	1	-15
CC(=O)c1ccc(NC(=O)CCn2c(=S)oc3ccccc32)cc1	7	-28	4	-24	-3	7	5	13	-20	2	-4
N/C(COc1ccccc1)=N\NC(=O)c1cccnc1Oc1ccccc1	10	-28	-3	9	0	-22	-17	-3	12	5	-1
COc1ccccc1OCCNC(=O)C1CC(=O)N(Cc2ccccc2)C1 (stereo not given)	16	5	19	1	-11	2	0	4	9	7	-5
O=C(/C=C/c1ccccc1)N1CCN(c2ccccn2)CC1	-12	-4	-8	-32	-10	6	-6	-29	-46	-1	-22
CCc1ccc2[nH]cc(C(=O)N3CCCCCC3)c(=O)c2c1	9	0	-1	9	1	1	1	-8	4	0	-2
COC(=O)C[C@@H]1C=C[C@@H](NC(=O)Nc2cccc(F)c2)[C@@H](CO)O1	-32	nt	7	-50	nt	-6	nt	-13	nt	-1	nt
Cn1ncc2c(NNC(=O)c3ccc(Cl)c(Cl)c3)ncnc21	-12	7	3	-13	-10	7	-14	-12	-16	6	2
(listing goes on)
SMILES	NR2F2 inh	SRC3 inh	Granule exo inh	NCOA2 inhibitor	TLR9-MyD88 inh	NOD2-RIPK2 inh	NCOA1 inh	NR5A2 inv ag	TROY NFkB inh	ABHD5-PLIN5 inh	TWEAK Fn14 block
CCCCOc1ccc(C(CC(=O)NC)C(=O)O)cc1 (stereo not given)	0	0	0	-1	-1	4	-21	-11	12	9	4
CCC(CC)NC(=O)Nc1ccccc1C	0	8	-2	22	-10	-1	-16	-6	-6	1	4
O=C(NCc1ccco1)c1csc(Nc2ccccc2Cl)n1	-1	-13	8	15	-8	-3	-10	12	-42	4	-37
CCC[C@H]1CN(c2ccc(OC)cc2)C(=O)[C@@H]1CC(=O)NC	3	-22	-2	7	-1	6	-21	-7	-6	1	7
Cc1ccc(SCc2noc(C(=O)NCC3CCCO3)c2C(=O)O)cc1C (stereo not given)	-6	-4	-7	-2	3	-1	-6	1	-3	-1	5
O=C(O)c1cccc(NC(=O)c2ccc3c(c2)C(=O)N(c2cccc([N+](=O)[O-])c2)C3=O)c1	3	-2	-4	-22	-12	-20	9	-7	10	9	6
CCOC(=O)C1CCN(C(=O)COC(=O)c2nc3nc(C)cc(C)n3n2)CC1	0	7	-3	1	1	0	4	-5	0	5	7
CC1(C)CC(=O)C=C(c2ccc3c(c2)OCO3)C1	-7	-6	3	-35	-5	-6	4	45	-32	0	-5
Cc1ccccc1-n1nc(SCC(=O)O)sc1=S	-24	11	0	-5	4	-4	-69	2	19	-1	19
CC(C)N1CCC(N2CCN(Cc3ccc(-c4ccccc4Cl)o3)CC2CCO)CC1 (stereo not given)	9	8	1	2	7	-6	7	5	25	10	-6
COC(=O)c1ccc(C(C(=O)NCc2ccccc2)N(Cc2cccs2)C(=O)c2cnccn2)cc1 (stereo not given)	-13	10	2	-11	-6	-2	-5	-3	2	5	35

Source: PubChem
